High-throughput results as filed in PubChem.
MDM2 E3 inh – Mdm2 E3 ligase (human) inhibition | Q00987 | cell-based MDM2 ubiquitination luciferase reporter, 2 h; 0 = plate control, 100 = twice control, blank-subtracted | signal enhancement, % at 5 µM | actives 0.11% (n = 210,000);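 active means signal enhancement of 30% or more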;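 further: luminescence tracks abundance of the self-degrading MDM2-luciferase fusion protein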
Target sequence (Q00987 whole entry, looked up, the tested form may be a part): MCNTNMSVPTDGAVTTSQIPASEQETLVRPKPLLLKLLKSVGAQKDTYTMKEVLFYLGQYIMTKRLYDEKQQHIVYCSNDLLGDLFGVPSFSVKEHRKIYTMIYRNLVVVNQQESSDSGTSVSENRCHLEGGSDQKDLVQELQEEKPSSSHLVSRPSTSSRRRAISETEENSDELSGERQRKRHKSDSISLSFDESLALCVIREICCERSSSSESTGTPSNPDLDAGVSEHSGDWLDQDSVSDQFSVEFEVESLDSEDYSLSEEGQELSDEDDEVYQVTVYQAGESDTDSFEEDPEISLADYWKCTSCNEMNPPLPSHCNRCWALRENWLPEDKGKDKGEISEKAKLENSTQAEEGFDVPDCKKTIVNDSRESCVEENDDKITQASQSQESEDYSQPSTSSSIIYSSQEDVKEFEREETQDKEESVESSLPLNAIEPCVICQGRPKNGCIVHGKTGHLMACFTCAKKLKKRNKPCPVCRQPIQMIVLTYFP
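Timing – 2 h compound exposure at 37 °C · Assay system – mammalian cells stably expressing self-ubiquitinating, self-degrading MDM2 E3–luciferase fusion · Amount – 2000 cells seeded into each well · Measure – % luminescence enhancement versus blank-corrected plate control mean · Measured by – SteadyLite luminescence, 15 min reagent step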
NPY2 pot ag – potentiators or agonists of human neuropeptide Y receptor Y2 | cells expressing NPY-Y2, potentiator/agonist read-out | P49146 | AID 1359 | actives 0.45% (n = 220,000) | activation, % at 3.6 µM; in the data active means activation above about 27%;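 further: cells stimulated with NPY near EC25 plus isoproterenol at EC100; 0% = vehicle plus submaximal agonist and 100% = vehicle plus saturating agonist; some results beyond the cut were filed as inactive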
Target sequence (P49146 whole entry, looked up): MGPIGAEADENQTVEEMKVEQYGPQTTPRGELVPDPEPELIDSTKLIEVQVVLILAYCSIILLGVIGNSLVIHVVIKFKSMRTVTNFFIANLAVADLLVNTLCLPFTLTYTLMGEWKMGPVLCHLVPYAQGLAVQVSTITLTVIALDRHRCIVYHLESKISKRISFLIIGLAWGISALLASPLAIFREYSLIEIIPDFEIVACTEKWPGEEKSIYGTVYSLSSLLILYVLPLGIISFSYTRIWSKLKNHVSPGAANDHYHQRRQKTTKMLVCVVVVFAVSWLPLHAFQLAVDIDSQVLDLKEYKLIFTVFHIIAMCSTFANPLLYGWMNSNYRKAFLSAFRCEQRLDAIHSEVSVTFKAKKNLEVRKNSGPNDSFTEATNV
RBBP9 inh – inhibitors of human serine hydrolase RBBP9; O75884; recombinant RBBP9, FP-Rh probe fluorescence polarization; actives 0.2% (n = 220,000); inhibition, % at 7.94 µM;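 active means inhibition above the campaign mean of all tested compounds plus 3 SD, cut at about 14% in these data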;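 further: plate controls were DMSO wells with RBBP9 for no effect and wells lacking RBBP9 protein for full effect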
Target sequence (O75884 whole entry, looked up): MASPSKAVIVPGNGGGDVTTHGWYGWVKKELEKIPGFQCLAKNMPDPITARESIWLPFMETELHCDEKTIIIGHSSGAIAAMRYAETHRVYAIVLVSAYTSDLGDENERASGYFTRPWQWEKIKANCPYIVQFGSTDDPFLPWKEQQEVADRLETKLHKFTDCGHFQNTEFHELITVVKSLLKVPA
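Material: RBBP9 protein. Amount: RBBP9 at 2.5 µM in dispensed solution, before mixing. Schedule: 30 min then 45 min, 25 °C. Medium: Tris buffer pH 8.0, NaCl, Pluronic. Measured by: fluorescence polarization. Measure: percent inhibition from mP, scaled between DMSO and no-protein wells. Replication: one well per compound.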
NPY1 pot ag – human NPY-Y1 potentiation or agonism, primary screen | NPY-Y1 expressing cells, potentiator/agonist activation | activation, % at 3.6 µM | actives 0.37% (n = 220,000) | AID 1304; in the data active means activation above about 33%, passing the limit was not always enough;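 further: cells stimulated with NPY at EC10 then isoproterenol at EC100; 0% = low agonist plus stimulus and 100% = saturating agonist plus stimulus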
NPY-Y1 antag – blocks the human neuropeptide Y Y1 receptor | HEK293-CNG Y1 cells, membrane potential fluorescence; NPY at EC95, then isoproterenol | inhibition, % at 3.6 µM | actives 1% (n = 200,000) | AID 1040;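 active means inhibition above the campaign mean inhibition of all tested compounds plus 3 SD, cut at about 20% in these data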;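 further: 0% = DMSO wells given NPY plus isoproterenol and 100% = isoproterenol alone without NPY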
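System: HEK293 cells with Y1 receptor plus CNG channel / Probe or stimulus: NPY 25 nM then isoproterenol 1 µM plus Ro 20-1724 25 µM / Compound: one concentration, 3.6 µM, in 0.4% DMSO / Schedule: compound incubation 1 h at room temperature, readout 45 min post-stimulation / Measured by: membrane potential fluorescence / Read-out: % inhibition of NPY effect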
Runt-CBFb FRET – Runt domain-CBFb interaction inhibition. Q01196+Q13951. Cerulean-Runt/Venus-CBFb FRET ratio 530/480, 1 h. inhibition, % at 20 µM. actives 0.46% (n = 220,000). AID 1496;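 active means inhibition over about 50% at 20 µM in the single-dose screen, limit read from the data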;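 further: 0% = DMSO wells and 100% = excess unlabeled CBFb competitor control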
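System: Cerulean-labeled Runt domain protein | Quantity: 100 nM of each labeled protein | Schedule: 1 h compound exposure, room temperature | Detection: Fluorescence energy transfer, 422 nm excitation, 530/480 nm emission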
Runt-SMMHC FRET – Runt domain-CBFb-SMMHC interaction inhibition; actives 0.74% (n = 220,000); Q01196+Q13951; Cerulean-Runt/Venus-CBFb-SMMHC FRET ratio 530/480, 1 h; AID 1434; inhibition, % at 20 µM;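 active means mean inhibition across duplicate retests at 20 µM reaching about 50%, limit read from the data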;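 further: 0% = DMSO wells and 100% = wells with excess untagged CBFb-SMMHC; inhibitors lower the FRET ratio by blocking Runt binding to CBFb-SMMHC; some results filed as inactive read as strong as hits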
Hck Nef HTS – inhibitors of human Hck kinase activated by Nef | Recombinant Hck-YEEI plus Nef, Z-Lyte FRET kinase assay | inhibition, % at 20 µM | actives 0.68% (n = 220,000) | AID 463187 | P08631;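 active means Hck-Nef kinase inhibition above about 50%, limit read from the data; inactive means inhibition below that limit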;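 further: 0% = DMSO with Hck plus Nef and 100% = Hck alone without Nef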
p97 inhibitor – blocks human p97 ATPase activity; actives 0.42% (n = 220,000); inhibition, % at 8 µM; AID 1481; recombinant p97 ATPase, Kinase-Glo ATP luminescence, 3 h; in the data active means inhibition above about 15%;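 further: 0% = DMSO vehicle and 100% = wells lacking enzyme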
Starred values were filed as active, the others as inactive; . = not tested or not shown.

Results follow in this order: MDM2 E3 inh, NPY2 pot ag, RBBP9 inh, NPY1 pot ag, NPY-Y1 antag, Runt-CBFb FRET, Runt-SMMHC FRET, Hck Nef HTS, p97 inhibitor
> Cc1cccc(-n2c(SCC(=O)N3CCCC3)nnc2-c2ccccn2)c1C
 : -29.7, -9.4, -11.9, -2.1, 2.8, 0.3, -0.6, -2.7, -2.1
> CCOC(=O)Cn1c2c(c(=N)c3c1CCC3)CCC2
 : ., -1.3, 5.9, 10.2, 0.6, -3.2, -4.1, -1.2, 3.2
> O=C(NNC(=O)c1cc(-c2ccccc2)n(-c2ccccc2)n1)c1cccc([N+](=O)[O-])c1
 : -21.5, -19.3, -1.4, -17.0, 5.5, 0.8, 0.3, 1.2, 7.4
> CCOC(=O)c1sc(NC(=O)c2cccc(S(=O)(=O)N3c4ccccc4CC3C)c2)cc1C (configuration not stated)
 : -17.3, 11.8, 0.9, -7.0, 0.3, -2.4, -3.4, 0.4, 6.7
> CC(C)CNC(=O)NC(=O)COC(=O)c1ccccc1Sc1ccc(C(F)(F)F)cc1[N+](=O)[O-]
 : -16.1, -10.3, -3.6, 1.6, -3.3, -4.0, -0.8, 1.3, 1.6
> Cc1ccc2[nH]c(=O)c(CN(CCc3ccccc3)Cc3nnnn3CC3CCCO3)cc2c1 (configuration not stated)
 : -1.1, 0.6, -9.5, 2.1, -5.7, 4.2, -16.3, -1.0, 0.8
> CCC12CN3CCN(CC(C3)/C1=N\NC(=O)c1ccc(Cl)cc1)C2
 : -6.2, -15.4, -7.8, -21.2, 4.0, 0.4, -1.1, 20.3, 3.9
> CCOc1ccc(C2C3=C(Nc4nc(N)[nH]c(=O)c42)c2ccccc2C3=O)cc1 (configuration not stated)
 : -8.4, 9.6, -3.5, -31.4, 2.1, -2.0, -2.3, 1.0, -1.7
> Cc1ccc(-n2nc(C(=O)NCc3ccco3)c3c4ccccc4n(C)c3c2=O)cc1
 : -28.5, -10.9, 6.4, -25.4, 6.3, -3.9, -5.8, -2.0, 6.0
> COC(=O)c1cc2c(C)[nH]c(C)c2cc(C(=O)OC)c1=O
 : -4.5, 7.6, -6.5, -1.4, -3.9, -8.7, -13.2, 0.9, -6.7
> CC(C(=O)OCC(=O)c1ccccc1)N1C(=O)c2ccccc2C1=O (configuration not stated)
 : -1.8, 19.9, 7.0, 1.0, 6.5, 0.0, -6.6, -21.9, 2.9
> CC(C)N1CCN(Cc2ccc(Oc3ncccn3)cc2)CC1CCO (configuration not stated)
 : -6.1, -1.3, -9.1, 0.5, 6.7, 1.3, 1.5, 18.7, 8.0
> O=C(N/N=C/C=C/c1ccccc1)c1cc(C2CC2)[nH]n1
 : -13.4, -13.4, -10.6, 7.0, ., -0.3, 2.3, 25.4, 7.7
> Cc1ccc(S(=O)(=O)N2CCOCC2)cc1C(=O)Nc1ccc(S(=O)(=O)Nc2nccs2)cc1
 : -14.9, -1.4, -4.8, 3.0, 8.4, -2.5, -1.9, 8.6, 1.2
> COc1ccc(CN2CCN(Cc3ccon3)CC2CCO)c(C)c1C (configuration not stated)
 : -5.1, -1.0, -5.3, -2.0, ., 0.2, 0.1, 19.5, -1.4
> CCOC(=O)c1c(-c2ccccc2)csc1N1C(=O)Nc2ccccc2N1O
 : -0.5, -6.1, -4.8, -25.8, 12.1, -4.0, -1.7, 22.9, 18.1*
> CCOC(=O)Nc1cc(C(=O)OCC)c(C)nc1C
 : -10.2, -0.5, -4.9, 8.9, -1.6, -2.5, -1.9, -4.5, -1.2
> CCOC(=O)c1c(NC=O)sc2c1CCC2
 : -9.6, 22.6, 4.6, 2.1, 1.6, -0.8, 2.6, 0.6, 2.2
> O=C(CC(Nc1ccccc1)c1ccc(F)cc1)c1ccccc1 (configuration not stated)
 : -13.8, 16.7, -4.0, 5.6, -2.5, 1.8, 0.7, -0.3, 2.6
> Cc1[nH]c2ccccc2c1C(=O)CSc1nccc(=O)[nH]1
 : -4.7, -24.3, -8.3, -1.9, ., -0.1, -0.9, 1.4, 4.0
> N#C/C(=C\c1c(Cl)cccc1Cl)c1nc2ccccc2[nH]1
 : -11.2, -10.3, 0.5, -16.3, ., 0.7, -2.0, -13.2, 8.1
> CCOC(=O)C1(CC2CCCCO2)CCN(S(=O)(=O)c2c(C)nn(C)c2C)CC1 (configuration not stated)
 : -17.6, 4.7, -9.7, -3.2, -2.2, -2.1, 0.8, 12.5, 4.4
> Cc1ccc(C(=O)/C=C2\NCC(C)NC2=O)cc1 (configuration not stated)
 : -71.1, -19.8, -9.2, 6.5, 1.0, -2.6, -3.1, -0.6, -5.5
> CCOC(=O)c1c(-c2ccccc2)csc1NC(=O)c1ccc(S(=O)(=O)N2CCOCC2)cc1
 : -6.8, -3.5, -7.5, -1.6, -1.3, -4.7, -3.7, 3.3, -0.2
> CC(=O)NCCNc1ccc([N+](=O)[O-])cn1
 : -3.0, 1.7, -0.8, -5.8, 3.6, -0.6, 2.0, 2.7, -2.8
> COc1ccc2c(c1)n([O-])c1c([n+]2=O)CCC1
 : ., 3.7, -3.8, 19.1, ., 5.1, -10.3, 26.9, 3.6
> O=C(CN1c2ccccc2Sc2ccccc21)N/N=C/c1ccc([N+](=O)[O-])cc1
 : -5.4, 32.0, -5.0, 43.3, ., 0.6, -4.9, 4.5, 5.0
> CCc1c(C)nc2ncnn2c1N1CCCC(C(=O)Nc2cc(F)ccc2C)C1 (configuration not stated)
 : -22.9, -17.2, -3.7, 3.5, 3.3, -1.7, -0.1, -0.2, -3.9
> CN1CCC(=C2c3ccccc3C=Cc3ccccc32)CC1
 : ., -9.2, -7.1, -8.2, 7.2, 1.6, 4.3, -0.8, 4.0
> Cc1ccc(CC(=O)Nc2ccccc2N2CCOCC2)cc1C
 : -14.2, 14.6, 3.3, -23.0, 4.9, -0.8, -0.4, -0.4, 2.1

Compound profiles (already shown):
Listed for CCOC(=O)Nc1cc(C(=O)OCC)c(C)nc1C = MDM2 E3 inh = -10.2; NPY2 pot ag = -0.5; RBBP9 inh = -4.9; NPY1 pot ag = 8.9; NPY-Y1 antag = -1.6; Runt-CBFb FRET = -2.5; Runt-SMMHC FRET = -1.9; Hck Nef HTS = -4.5; p97 inhibitor = -1.2
Listed for Cc1[nH]c2ccccc2c1C(=O)CSc1nccc(=O)[nH]1 = MDM2 E3 inh = -4.7; NPY2 pot ag = -24.3; RBBP9 inh = -8.3; NPY1 pot ag = -1.9; NPY-Y1 antag = .; Runt-CBFb FRET = -0.1; Runt-SMMHC FRET = -0.9; Hck Nef HTS = 1.4; p97 inhibitor = 4.0

Next section:
Results follow in this order: MDM2 E3 inh, NPY2 pot ag, RBBP9 inh, NPY1 pot ag, NPY-Y1 antag, Runt-CBFb FRET, Runt-SMMHC FRET, Hck Nef HTS, p97 inhibitor
> COc1ccc(CC(=O)N2CC3(C)CC2CC(C)(C)C3)cc1 (configuration not stated)
 : -8.2, 3.6, -4.1, -6.8, 2.6, 0.2, -1.1, 1.4, -6.3
> O=C(NCCc1ccccc1F)C(=O)Nc1nccs1
 : -16.0, -17.4, -10.7, 6.3, 5.4, -0.9, 2.5, -1.8, 0.8
> Cc1nonc1OCCNCc1c(C(=O)N2CCCCCCC2)nc2ccc(Cl)cn12
 : -10.2, 3.8, -2.7, -0.8, 1.1, -1.0, -1.1, 5.9, 1.7
> COc1cc(CCCN2C(=S)NC[C@@H]2CC2CCCCC2)cc(OC)c1OC
 : -5.2, ., ., ., ., 1.5, -2.9, 25.7, .
> O=C(NCCCl)Nc1cc([N+](=O)[O-])ccc1Cl
 : 2.0, 7.3, -6.3, -3.6, -3.6, -1.4, 1.6, 5.9, 1.5
> CCOc1ccccc1C=Nc1ccccc1C(=O)Nc1ccccc1
 : 4.2, 3.3, -4.6, 21.1, -8.4, 3.0, 11.6, -27.3, 4.6
> CCOc1ccc(-c2nnn(CC(=O)c3ccc4c(c3)OCCO4)n2)cc1OCC
 : -4.9, -6.3, -8.5, -11.9, 8.7, -3.3, -3.3, 7.8, 5.5
> CC(=O)Nc1cccc(/C(C)=N/NC(=O)c2ccc(Cl)cc2Cl)c1
 : 23.5, -9.8, 1.8, 13.6, 0.1, -0.3, -7.0, 16.3, 2.7
> O=C(CCCN1C(=O)/C(=C\c2cccs2)SC1=S)Nc1cccc(C(=O)O)c1
 : -11.1, -9.9, -1.5, -15.6, 4.6, -2.4, 1.4, 22.0, -3.1
> CCn1c(Cc2ccccc2)nnc1SCc1nc2ccccc2c(=O)[nH]1
 : -4.9, -5.5, 2.6, -6.4, 3.2, 0.9, -1.7, 1.7, 5.3
> Cc1ccc(C)c(Cn2c(C)nc3c(sc(=S)n3-c3ccccc3)c2=O)c1
 : -7.1, 12.5, -4.8, 8.4, 0.3, -1.2, 2.0, -0.3, -1.7
> Cc1cc([N+](=O)[O-])ccc1NC(=O)c1cncc(Br)c1
 : -3.5, 5.1, -3.7, 16.5, -2.6, -1.5, 3.6, 2.6, 1.0
> CCn1c(C)cs/c1=N\C(=S)Nc1ccccc1C
 : -9.9, -4.6, -9.2, -41.2, 8.3, -0.6, 1.3, 2.0, 0.7
> COc1cccc(OCc2nnc(SCc3cc(=O)[nH]c4ccccc34)o2)c1
 : 3.1, -9.3, -5.1, 2.3, -3.2, -0.8, 3.0, 20.4, 2.3
> CN(C)CCNC=C(C(=O)Nc1ccc(Cl)cc1Cl)C(=O)Nc1ccc(Cl)cc1Cl
 : 12.6, -3.0, -11.0, -6.2, 3.1, -1.3, -2.2, 0.1, -1.1
> COCCN(Cc1ccccc1)C(=S)Nc1ccc(OC(F)F)cc1
 : -6.2, 1.0, -1.9, -15.6, 1.2, -1.9, 1.7, 5.7, -0.5
> Cc1ccc(-n2c(C)n[nH]c2=S)cc1C
 : -7.8, -0.6, -9.4, 4.1, 10.9, 4.6, -130.3, 1.2, 2.6
> COc1ccc(N2C(=O)C3CCCN3C2c2ccc(C)o2)cc1Cl (configuration not stated)
 : -2.9, 2.5, -10.1, -4.0, 3.6, -0.4, -1.3, -0.2, -4.5
> O=c1ccn(-c2cccc(C(F)(F)F)c2)nc1-c1ccn(-c2ccccc2)n1
 : -5.0, -14.4, -4.8, -35.0, 0.6, -5.8, 1.4, 6.1, 0.7
> O=Cc1cccn1-c1cccnc1
 : -7.1, 0.3, -8.0, 2.4, -0.8, -0.5, 3.0, 22.3, 2.3
> COc1cc(C=Nc2cccc([N+](=O)[O-])c2C)ccc1OC(C)=O
 : -1.2, 2.0, -8.1, -5.4, -5.8, -0.3, 1.2, 0.5, -0.1
> Cc1cccc(OCC(=O)NC2CCCc3ccccc32)c1C (configuration not stated)
 : -9.9, -13.4, -13.2, -17.6, 10.3, -5.1, 2.4, 2.7, -5.7
